V-ATPase pHluor = regulators of yeast V-ATPase proton transport; 0.37% of 350,000 active; S. cerevisiae, pHLuorin cytosolic pH fluorescence; response, % at 10 µM; AID 504577; in the data active = response mostly above about 7.3%, no sharp cut-off; inactive = mostly below about 5.4%; note: actives read high; inactives centre near 0; some compounds called inactive have numbers as strong as hits
Rtt109 HAT inh = inhibitors of Candida albicans Rtt109/Vps75 histone acetyltransferase | Q5AAJ8 | purified Rtt109/Vps75, ThioGlo CoA-SH fluorescence, 4 h | inhibition, % at 34.9 µM | 0.16% of 330,000 active | AID 540336;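 active = inhibition of at least 50% in every replicate; inconclusive = best replicate reaches 50% inhibition but some replicates fall short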
RTF Ca sens act = cardiac RTF calcium sensitization; activation, % at 7.2 µM; P19429+P45379; 0.24% of 340,000 active; IANBD-labeled TnC RTF fluorescence at EC20 calcium; 0% EC20 calcium, 100% full calcium; AID 493008;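 active = activation above the mean over all tested compounds plus 3 SD, cut at about 30% in these data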;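 note: rise in fluorescence read as greater calcium sensitivity of cardiac thin filaments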
dFosB activator = enhances mouse delta FosB homodimer DNA binding. P13346. purified delta FosB, TAMRA-CDK5 oligo fluorescence polarization; percent of positive-control signal above neutral wells. activation, % at 25 µM. 0.99% of 340,000 active;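 active = mean activation above about 17%, with every replicate also reaching it, limit read from the data, passing the limit was not always enough; inconclusive = only one of the two conditions met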;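 note: fluorescence polarization rise as delta FosB binds a TAMRA Cdk5 AP-1 oligo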
Target sequence (P13346 whole entry, looked up): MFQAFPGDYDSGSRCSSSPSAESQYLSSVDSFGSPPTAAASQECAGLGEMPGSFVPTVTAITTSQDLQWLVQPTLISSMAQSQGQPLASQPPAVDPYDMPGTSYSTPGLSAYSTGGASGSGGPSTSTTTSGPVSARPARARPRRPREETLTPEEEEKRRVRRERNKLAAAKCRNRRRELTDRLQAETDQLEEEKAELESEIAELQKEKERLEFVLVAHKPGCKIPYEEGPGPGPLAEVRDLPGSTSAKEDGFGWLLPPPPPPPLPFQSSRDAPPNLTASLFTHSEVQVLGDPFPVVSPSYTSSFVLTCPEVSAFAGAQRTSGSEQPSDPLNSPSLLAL
CDK5 p35 inh = inhibitors of human CDK5/p35 kinase; Recombinant CDK5/p35, ADP-Glo luminescence, 60 min; inhibition, % at 10 µM; 0.01% of 330,000 active; AID 488839;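 active = highest replicate inhibition of at least 50% and at least 75% of replicates reaching 50%; inconclusive = only one of the two criteria met; inactive = both criteria failed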;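 note: plate controls were DMSO neutral control for no effect and GW8510 at 10 µM for full effect; many of its hits are not listed in these tables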
Target sequence (Q00535 whole entry, looked up): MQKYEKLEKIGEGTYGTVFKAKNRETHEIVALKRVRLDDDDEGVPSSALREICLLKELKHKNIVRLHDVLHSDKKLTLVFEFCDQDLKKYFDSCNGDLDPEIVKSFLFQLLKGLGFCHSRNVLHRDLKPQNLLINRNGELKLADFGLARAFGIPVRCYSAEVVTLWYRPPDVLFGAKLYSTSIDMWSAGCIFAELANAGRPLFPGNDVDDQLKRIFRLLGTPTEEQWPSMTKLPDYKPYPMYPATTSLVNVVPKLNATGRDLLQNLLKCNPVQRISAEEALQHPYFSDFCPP
Target sequence (Q15078 whole entry, looked up): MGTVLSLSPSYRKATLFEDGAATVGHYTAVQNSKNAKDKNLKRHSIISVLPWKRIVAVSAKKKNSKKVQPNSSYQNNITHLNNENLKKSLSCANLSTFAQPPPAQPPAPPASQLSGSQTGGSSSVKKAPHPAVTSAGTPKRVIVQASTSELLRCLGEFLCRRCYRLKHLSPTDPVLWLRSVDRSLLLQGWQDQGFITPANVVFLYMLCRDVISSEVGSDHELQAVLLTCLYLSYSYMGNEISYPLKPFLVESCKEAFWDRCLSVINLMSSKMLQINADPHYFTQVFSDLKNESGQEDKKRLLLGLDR
Wnt bcat act = activates Wnt/beta-catenin signaling in a reporter cell assay; 1.2% of 300,000 active; activation, % at 9.35 µM; activator, plate reader; AID 743398; in the data active = activation above about 30%, passing the limit was not always enough; inconclusive = no clear call, values can overlap the other calls;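 note: 0% = neutral control wells and 100% = positive control wells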
Tat transport = blocks Tat-dependent protein export in E. coli. E. coli MC4100 TorA-mCherry Tat export, fluorescence. inhibition, % at 10 µM. 0.036% of 340,000 active;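 active = mean replicate inhibition at least 50% and at least half of replicates individually reaching 50%; inconclusive = only one of the two criteria met; inactive = neither criterion met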;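 note: exported cargo escapes ClpAP degradation while cytoplasmic cargo is degraded and loses fluorescence; 0% = median of neutral control wells and 100% = median of NaSCN control wells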
CAL PDZ FP-1 = human CAL PDZ-peptide interaction inhibition. Q9HD26. purified CAL PDZ, TMR-peptide fluorescence polarization, 1 h. inhibition, % at 20 µM. 0.02% of 330,000 active. AID 504414;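 active = highest replicate inhibition of at least 40%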;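 note: plate controls were DMSO neutral control wells for no effect and unlabeled competitor peptide control wells for full effect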
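Test system: tagged CAL PDZ domain / Buffer or medium: sodium phosphate/NaCl buffer pH 7.4 with TCEP, IgG, Thesit / Reagent: TMR-labelled reporter peptide T*-PRC34 bound in PDZ groove / Compound dosing: single point, 20 µM / Schedule: 1 h incubation at room temperature before polarization reading / Technique: fluorescence polarization (mP) / Benchmarks: unlabelled peptide, DMSO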
CAL PDZ FP-2 = blocks peptide binding to the human CAL PDZ domain | purified CAL PDZ, TMR-peptide fluorescence polarization, 1 h | inhibition, % at 24.9 µM | 0.92% of 300,000 active | AID 602252;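 active = mean inhibition of at least 30% with at least half of replicates also reaching 30%; inconclusive = no clear call, values can overlap the other calls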;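 note: 0% = DMSO neutral control and 100% = excess unlabeled competitor peptide PRC23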
MITF TRPM1 HTS = MITF TRPM1 promoter activation in melanoma cells | 0.75% of 300,000 active | SK-MEL-5 TRPM1-promoter luciferase, 24 h; % of positive control, neutral wells = 0 | activation, % at 12.5 µM;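 active = mean activation of at least 80% with every replicate also reaching 80%; inconclusive = mean reaches 80% but some replicate falls short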;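 note: 0% = neutral control wells and 100% = parthenolide positive control wells; values of inactives mirror those of a sister screen read the other way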
An asterisk follows results filed as active; u = inconclusive; x = no result given; & = joins results of further samples. Not a hit list; 4.1% or so of the library scored in one or more.

Molecule	V-ATPase pHluor	Rtt109 HAT inh	RTF Ca sens act	dFosB activator	CDK5 p35 inh	Wnt bcat act	Tat transport	CAL PDZ FP-1	CAL PDZ FP-2	MITF TRPM1 HTS
CC1CN=C(N(C(=O)Nc2ccccc2)C(C)C)S1 (stereo unspecified)	9	-5	9	3	-4.3	x	11	-1.9	1	x
CN(CCN(C)C(=O)c1[nH]cnc1C(=O)Nc1ccccc1)C(=O)c1[nH]cnc1C(=O)Nc1ccccc1	0	-2	0	-5	0.7	0	4	-0.8	-3	-17
COc1ccc(C(=O)N/C(=C\c2ccccc2)C(=O)NC(CCSC)C(=O)O)cc1 (stereo unspecified)	-1	-7	-5	0	0.9	x	-1	-0.4	0	1
CCc1ccccc1Nc1nc(N)nc(CSc2nnc3ccccn23)n1	-2	7	7	-4	1.0	0	-4	-2.5	-7	1
NS(=O)(=O)c1ccc(CCNC(=O)CSc2nc3ccsc3c(=O)n2C2CC2)cc1	9	2	11	-4	0.0	-3	-4	-3.1	-8	6
O=C(CSc1nc2cc(S(=O)(=O)N3CCOCC3)ccc2o1)NC1CCCc2ccccc21 (stereo unspecified)	0	1	-1	-12	0.8	-4	-4	0.4	-4	-11
CCc1ccc(NC(=O)c2cc(C)no2)cc1	-1	-10	-1	1	0.1	18	9	-0.7	-2	76
CC1(C)CNC(=O)c2sc(N3CCOCC3)nc2C1	-3	-3	0	-3	0.3	-2	-6	-1.2	-3	-16
O=C(CN1CCN(c2ccc(O)cc2)CC1)Nc1ccccc1C(=O)NCCc1ccccc1	-4	1	-4	-13	-0.5	12	9	-0.3	3	-2
COc1ccc(NS(=O)(=O)c2ccc(N/N=C/c3ccc(N4CCOCC4)cc3)c([N+](=O)[O-])c2)cc1	0	-3	-11	-6	-0.7	-1	0	0.3	-3	4
COc1ccc(NC(=O)Nc2c[nH]c(=O)[nH]c2=O)cc1	0	5	0	-3	0.4	1	-4	-0.7	59*	4
COc1ccc(S(=O)(=O)NCC2CCCN(Cc3ccc(O)cc3)C2)cc1 (stereo unspecified)	7	3	-3	-5	0.1	-5	2	-0.8	-4	-7
O=C(Cn1ccc(C(F)(F)F)n1)N=Nc1c(O)[nH]c2ccccc12	17	-4	-2	6	-0.1	-5	1	x	4	-1
CN(C)c1ncnc(N(C)C)c1[N+](=O)[O-]	1	-4	6	2	-1.1	0	-1	-0.6	-14	-16
COc1cc(OC)c2ccc(=O)oc2c1C(CC(=O)N1CCN(c2ccccc2)CC1)c1ccc2c(c1)OCO2 (stereo unspecified)	-2	-7	-3	3	0.1	-2	5	-0.4	0	0
c1ccc(CNc2nc(-c3cccnc3)nc3ccccc23)cc1	0	-13	1	-26	-0.4	0	-1	-8.7	-7	13
O=C(NNC(=O)c1ccccc1Cl)c1ccc(-n2cncn2)c([N+](=O)[O-])c1	0	7	-2	-1	-2.5	0	9	0.9	-2	4
COc1cc(C(=O)N[C@H](C(=O)NC2CCCc3ccccc32)C(C)C)cc(OC)c1OC (stereo partly specified)	x	9	-4	-12	-0.6	9	1	-2.0	-2	-5
CC1(C)NC(=O)N(CN2C(=O)NC(C)(C)C2=O)C1=O	5	-1	1	-7	-1.7	x	3	-2.8	6	x
O=C(N/C(=C\c1ccc(-c2ccccc2)o1)C(=O)N1CCOCC1)c1ccccc1	1	7	-4	-8	-0.3	-1	2	-1.6	6	-5
CCC(C)Sc1nnc(-c2c[nH]c3ccccc23)n1CCOC (stereo unspecified)	-1	-7	11	-5	-3.0	-1	6	-0.8	x	-1
O=C(CN1CCCCC1)Nc1nnc(-c2ccc([N+](=O)[O-])cc2)s1	1	1	0	0	-3.5	x	19	0.2	-1	-6
CC(=O)Nc1ccc(OC(=O)c2ccc(Cl)cc2)cc1	9	5	-1	-15	-0.9	-1	-1	0.6	-6	8
COc1ccccc1N(C(C)=O)c1nc(C)cc(C)c1C#N	1	1	0	1	0.5	x	17	-0.8	31*	-14
COc1ccc(C(=O)NNC(=O)c2cc3cc(OC)ccc3oc2=O)cc1	0	1	2	-4	4.3	7	-3	-0.1	x	x
CC(=O)COc1ccc2oc(=O)cc(-c3cc4ccccc4o3)c2c1	1	-9	-7	-11	-1.4	-3	7	-4.1	-5	-1
COC(=O)C1(C)NC(c2ccc(O)cc2)C2C(=O)N(c3ccc(C)cc3)C(=O)C21 (stereo unspecified)	-4	-10	4	-6	-1.4	0	0	x	-3	-5
CCCCNC(=S)Nc1ccc2cn[nH]c2c1	5	2	2	-3	3.0	-1	1	-1.1	-2	3
Nc1ncnc2c1CCC2	-2	-2	2	-8	-2.1	x	-8	0.6	-2	-2
CCC(C)NC(=O)C1CCC(=O)N1CCc1ccccc1 (stereo unspecified)	0	-5	-1	-2	0.7	-1	0	-0.7	6	-10
COc1ccccc1-n1cnc2cc(C(=O)NC3CCCC3)ccc21	-2	-11	1	-1	0.1	x	-2	-1.6	x	-2
CCOc1ccc(NC(=O)C(C)Oc2ccccc2C(=O)Nc2cccc(Cl)c2Cl)cc1 (stereo unspecified)	-1	-3	-8	-5	0.1	x	4	-0.3	-4	6
CC(C)(C)NC(=O)C(c1ccco1)N(C(=O)c1ccc(CN2CCOCC2)o1)c1ccccc1 (stereo unspecified)	-3	32	3	-14	1.0	x	-6	-1.2	x	-8
COc1cccc(-c2csc(NC(C)=O)n2)c1	-1	-10	-6	3	-1.2	x	4	-1.3	-3	83*
O=[N+]([O-])c1cccc(/C=N/N=C\c2ccccc2)c1	-2	-4	-1	4	-1.8	2	0	0.5	0	x
O=C(Nc1cccc2ccccc12)c1ccc([N+](=O)[O-])cc1	-1	-8	2	-2	-0.6	0	-2	-0.5	1	x
COc1ccc2cnnc(SCC(=O)Nc3ccc(C(=O)O)cc3)c2c1OC	3	1	1	-9	1.7	x	-1	-1.7	-2	-4
O=S(=O)(NC(=S)c1ccccc1)c1ccc(F)cc1	2	-5	0	7	-0.4	1	-11	0.1	-1	-10
CCCCCn1nnc2c(=O)oc3ccccc3c21	-2	6	-4	-13	-2.2	2	-12	-0.8	-4	-1
COc1cc(OC)c2c(N)c(C#N)c(C(F)(F)C(F)(F)F)nc2c1	-3	-24	-3	-2	-0.5	x	-1	-1.7	-2	-3
CCOc1ccc(NC(=S)NNC(=O)c2cc(Br)ccc2Cl)cc1	-2	17	-2	-7	-1.2	-1	-7	0.5	-8	-12
Cc1noc(C)c1CSc1nc2ccccc2c(=O)n1-c1ccccc1	-2	-5	0	-7	0.6	-3	6	-0.7	-6	x
COc1ccccc1NC(=O)Cc1csc(NC(=S)Nc2ccc(C)cc2)n1	4	-2	-1	0	-2.2	x	6	-1.4	-5	4
COc1cc(/C=C(/NC(=O)c2ccccc2)C(=O)N2CCN(C)CC2)c([N+](=O)[O-])cc1OC	0	-3	-1	0	-0.3	0	1	-2.6	-3	1
O=C(CCNS(=O)(=O)c1ccc(Br)cc1)N1CCCCCCC1	2	16	5	-7	0.1	-3	2	-2.5	-2	-2
O=C(CSc1nc2c(c(=O)n1-c1ccc(Cl)cc1)SCC2)Nc1ccc2c(c1)OCCO2	0	-3	-2	-3	-0.6	-1	-6	-1.1	-6	x
COc1ccc(NS(=O)(=O)c2ccc(N3CCOCC3)c(NC(=O)c3ccco3)c2)cc1	2	-2	4	-9	-5.0	-2	2	0.0	-1	-7
Cc1ccccc1-n1c(-c2ccncc2)n[nH]c1=S	1	-33	-3	1	2.0	-4	10	-0.3	0	-8
Cc1ccc(NC2=NCCC2)cc1Cl	1	3	3	-2	-3.4	7	0	-0.1	-3	x
CCn1cc(C2=NOC(C(=O)O)C2)c(C)n1 (stereo unspecified)	9	-1	-2	-2	0.6	x	-4	-0.1	1	12
O=C(C[C@H]1C/C=C/CC[C@@H](Cc2ccc(F)cc2)C(=O)OC[C@H](c2ccccc2)NC1=O)NCCO	-2	-8	6	1	-0.4	1	2	-0.2	-2	7
CCOC(=O)c1c(COC(=O)c2ccco2)nc2ccccc2[n+]1[O-]	-1	1	-8	-3	1.7	12	-8	-0.2	-1	10
O=c1c2ccccc2nc(COc2ccccc2)n1/N=C/c1ccc(O)c(O)c1	8	-4	3	-13	-1.0	-1	-3	-1.6	-1	25
N#Cc1c(C(F)(F)F)cc(-c2ccco2)nc1SCc1ccccn1	2	0	11	-3	-1.8	x	4	-0.5	-3	8
COc1cc(OC)cc(C(=O)N(CN2CCCC2=O)c2ccccc2OC)c1	-2	11	3	3	-1.5	x	u	0.4	-2	x
Cc1ccnc(SCC(=O)c2cccc([N+](=O)[O-])c2)n1	0	3	1	5	1.3	-2	-6	-1.9	-1	15

Other records
Molecule	V-ATPase pHluor	Rtt109 HAT inh	RTF Ca sens act	dFosB activator	CDK5 p35 inh	Wnt bcat act	Tat transport	CAL PDZ FP-1	CAL PDZ FP-2	MITF TRPM1 HTS
CC(C)(C)OC(=O)COc1cc(F)ccc1[N+](=O)[O-]	6	-3	2	4	1.5	-1	-5	-0.8	-2	0
COc1ccc2nc(C)cc(Nc3ccc(N4CCN(C)CC4)cc3)c2c1	-1	-5	1	77*	0.6	-2	-9	-0.1	-1	-96
CCc1cc(=O)oc2cc(OC(=O)c3ccco3)ccc12	2	-39	-4	11	-0.9	2	6	-3.2	-4	5
CCN1C(=O)C(CC(=O)Nc2ccc(OC)cc2)N(CCc2ccccc2)C1=S (stereo unspecified)	1	27	0	-2	-1.0	-1	18	-0.4	3	2
CN(CC(O)CN1CCOCC1)S(=O)(=O)O (stereo unspecified)	-2&0	-6&0	-2	8&3	1.6&0.6	-2&-2	-4&-4	0.3&-0.6	-1&4	2&5
CC1Cc2cc(S(=O)(=O)N3CCC(C(=O)Nc4ccccn4)CC3)ccc2N1C(=O)C1CCC1 (stereo unspecified)	3	39	1	-8	-0.1	2	3	-1.1	-2	-15
O=C(C[n+]1ccccc1)Nc1c(Cl)cc(Cl)cc1Cl	-3	0	x	0	0.1	0	10	-0.3	8	0
O=C(OCc1ccc(Cl)cc1Cl)c1cccnc1Cl	-1	-1	-4	0	-0.5	x	0	-3.1	-2	x
Cc1ccc(O)c(NC(=O)c2cc(-c3ccc(F)cc3)on2)c1	-2	-6	0	2	-1.2	-4	-8	0.4	-1	49
O=C(O)CN1C(=O)/C(=C\c2cccc(OCc3ccccc3)c2)SC1=S	-2	-1	-6	-5	1.2	-1	6	-1.1	-3	11
O=C(N/C(=C/c1ccc(Br)cc1)C(=O)N1CCCC1=O)c1ccco1	-3	-5	2	-4	1.1	-6	1	-2.7	1	19
O=c1cc(CSc2ccccn2)nc(N2CCN(c3ccccc3)CC2)[nH]1	0	6	3	-8	-0.2	x	-2	-0.7	-5	4

Screening results (PubChem)
